Screening results (PubChem BioAssay)
TbHK1 inh = T. brucei hexokinase 1 inhibition | inhibition, % at 10 µM | 220,000 compounds, 0.11% hits | AID 1430 | recombinant TbHK1, G6PDH-coupled NADH A340;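 active means inhibition of 50% or more in the single-dose primary screen; inactive means inhibition below 50%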
PGE2 EP2 inh = blocks the human prostaglandin E2 receptor EP2; 260,000 compounds, 0.52% hits; AID 1422; inhibition, % at 25 µM; C6 glioma cells expressing human EP2, cAMP TR-FRET; cells stimulated with saturating PGE2; P43116;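 active means percent inhibition above 40 after rounding to a whole number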;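 further: rat C6 glioma host cells with rolipram phosphodiesterase inhibitor present; the protocol text gives 20 µM as final concentration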
Target sequence (P43116 whole entry, looked up): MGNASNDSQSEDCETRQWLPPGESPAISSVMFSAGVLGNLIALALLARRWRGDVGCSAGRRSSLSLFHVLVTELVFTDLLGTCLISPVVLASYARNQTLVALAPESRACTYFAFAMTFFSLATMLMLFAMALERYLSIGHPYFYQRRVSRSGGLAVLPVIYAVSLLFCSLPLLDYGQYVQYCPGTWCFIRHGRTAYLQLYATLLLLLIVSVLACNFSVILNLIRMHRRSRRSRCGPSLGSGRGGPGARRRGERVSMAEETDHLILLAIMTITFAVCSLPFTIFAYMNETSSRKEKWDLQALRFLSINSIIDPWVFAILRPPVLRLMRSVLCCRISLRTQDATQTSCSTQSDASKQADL
p97 inhibitor = inhibitors of human p97 ATPase. 220,000 compounds, 0.42% hits. recombinant p97 ATPase, Kinase-Glo ATP luminescence, 3 h. P55072. inhibition, % at 8 µM; in the data active means inhibition above about 15%;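 further: 0% = DMSO vehicle and 100% = wells lacking enzyme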
Ba/F3 V617F tox = loss of viability in JAK2V617F-driven Ba/F3 cells; 220,000 compounds, 1.1% hits; inhibition, % at 5.6 µM; Ba/F3 EpoR-JAK2V617F viability, ATP luminescence; AID 1446;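 active means inhibition above the campaign mean plus 3 SD over all tested compounds, cut at about 24% in these data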;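 further: cytokine-independent growth of Ba/F3 cells driven by EpoR plus mutant JAK2; 0% = DMSO-treated cells and 100% = JAK inhibitor I control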
BaF3 tox = counter-screen for JAK2V617F inhibitors: parental Ba/F3 viability inhibitors; CellTiter-Glo ATP luminescence; inhibition, % at 5.6 µM; 220,000 compounds, 1.1% hits;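 active means inhibition above a per-campaign cutoff, the mean inhibition of all tested compounds plus 3 SD, cut at about 27% in these data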;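 further: 0% = DMSO wells and 100% = JAK Inhibitor I control wells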
PPC-1+TRAIL kill = kills PPC-1 cancer cells in the presence of TRAIL. PPC-1 cells + TRAIL, ATPLite viability luminescence. cell killing (% activity), % at 4 µM. 220,000 compounds, 0.41% hits;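 active means cell killing above 50% in the first pass at 4 µM, then a duplicate retest at 5 µM averaging 50% or more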;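 further: plate controls were cells with TRAIL plus DMSO for no effect and medium-only wells lacking cells for full effect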
Furin inh = blocks human furin protease activity | P09958 | purified furin, fluorogenic substrate cleavage | inhibition, % at 30 µM | 220,000 compounds, 0.061% hits | AID 463115; in the data active means inhibition above about 25%; further: inactives centre near -15
Target sequence (P09958 108-714 limits assumed): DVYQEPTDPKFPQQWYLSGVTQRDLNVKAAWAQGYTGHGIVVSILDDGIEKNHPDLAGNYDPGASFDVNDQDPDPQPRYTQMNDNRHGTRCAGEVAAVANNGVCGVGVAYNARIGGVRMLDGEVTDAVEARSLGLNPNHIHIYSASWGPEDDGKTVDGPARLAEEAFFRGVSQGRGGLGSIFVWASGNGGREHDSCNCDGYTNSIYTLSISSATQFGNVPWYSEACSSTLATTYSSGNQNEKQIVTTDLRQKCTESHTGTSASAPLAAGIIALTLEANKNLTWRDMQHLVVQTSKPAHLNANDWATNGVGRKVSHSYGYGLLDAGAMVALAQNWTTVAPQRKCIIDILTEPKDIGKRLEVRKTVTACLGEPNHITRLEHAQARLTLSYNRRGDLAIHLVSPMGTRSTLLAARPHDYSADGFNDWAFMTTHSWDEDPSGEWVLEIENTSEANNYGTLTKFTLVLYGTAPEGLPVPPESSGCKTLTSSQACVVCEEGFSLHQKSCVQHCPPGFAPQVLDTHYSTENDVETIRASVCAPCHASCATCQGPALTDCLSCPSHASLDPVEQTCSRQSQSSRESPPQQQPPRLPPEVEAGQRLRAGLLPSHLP
RBBP9 inh = blocks human serine hydrolase RBBP9; inhibition, % at 7.94 µM; recombinant RBBP9, FP-Rh probe fluorescence polarization; O75884; 220,000 compounds, 0.2% hits;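 active means inhibition above the campaign mean of all tested compounds plus 3 SD, cut at about 14% in these data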;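 further: plate controls were DMSO wells with RBBP9 for no effect and wells lacking RBBP9 protein for full effect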
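System: RBBP9 protein / Buffer or medium: Tris/NaCl buffer pH 8.0 with 0.1% Pluronic / Probe or stimulus: Serine-hydrolase probe FP-Rh, 375 nM pre-mixing / Dosing: 7.94 µM single dose, 0.794% DMSO / Times: enzyme-compound preincubation 30 min, then probe labeling 45 min, 25 °C / Technique: fluorescence polarization (mP), excitation 525 nm, emission 598 nm / Replication: singlicate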
NCF1 inh = p47phox (human) inhibition. P14598. p47phox/p22phox peptide binding, fluorescence polarization, 2 h. inhibition, % at 24.7 µM. 220,000 compounds, 0.53% hits. AID 1274;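 active means inhibition above about 30%, limit read from the data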;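 further: 0% = p47phox with labelled peptide and 100% = labelled peptide alone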
Active calls of the source: *; · = not tested or not shown; & = joins results of further samples; [ ] = remark or other dose.

SMILES | TbHK1 inh | PGE2 EP2 inh | p97 inhibitor | Ba/F3 V617F tox | BaF3 tox | PPC-1+TRAIL kill | Furin inh | RBBP9 inh | NCF1 inh
C=CCn1c(SCC(=O)NC2CCCCC2)nc2ccccc2c1=O | -6 | 14 | -1 | 0 | 3 | 9 | -29 | -7 | 1
CCOC(=O)c1cc2c(=O)n3cccc(C)c3nc2n(CC(C)C)c1=NC(=O)c1ccco1 | -15 | 16 | 4 | -2 | -1 | -8 | -38 | -5 | 5
O=C1CCCC(=O)N1c1ccc(O)cc1 | -2 | 2 | 4 | -2 | 4 | · | -31 | -7 | -9
O=C(NNc1cc(Br)c(O)c(Br)c1)c1ccccc1 | -9 | 5 | 3 | -2 | 2 | -12 | -30 | 8 | ·
Cc1ccc(NC(=O)CSc2nnc(CNC(=O)C34CC5CC(CC(C5)C3)C4)n2-c2ccc(F)cc2)cc1 | -7 | 16 | -1 | 1 | 7 | 21 | -14 | -1 | -9
O=C(COC(=O)C1=COCCO1)NCc1ccc(Cl)cc1 | -2 | 9 | 5 | -4 | 4 | 31 | -11 | -6 | -6
CC(C)Sc1nc2c(c(=O)n1-c1ccc(F)cc1)SCC2 | -13 | 10 | -6 | 10 | 9 | 7 | -2[20 µM] | 2 | -11
Cc1cc(C)c(-n2nnnc2SC(C)C)c(C)c1 | -1 | 8 | -1 | -5 | 5 | 15 | -22 | -3 | 6
Cc1ccnc(NC(=O)CCCOc2ccc(Cl)cc2C)c1 | 10 | 4 | -10 | 2 | 4 | -11 | -11 | 1 | -13
COc1ccc(/C=C/C(=O)c2cc(F)ccc2OC(=O)c2ccc(OC)c(OC)c2)cc1OC | -15 | 12 | 3 | 2 | 3 | 20 | -8 | -9 | -21
COc1ccc(OC)c(NC(=O)c2ccc(NS(C)(=O)=O)cc2)c1 | -17 | 2 | -1 | -3 | 2 | -34 | -13[20 µM] | 0 | -9
Cc1[nH]n(-c2ccccc2)c(=O)c1C(=O)c1cccc(F)c1 | -2 | 7 | 2 | 2 | 5 | 2 | -17 | -16 | 3
COc1ccc(OC)c(C(=O)Cn2c3[n+](c4ccc(C(F)(F)F)cc42)CCCCC3)c1 | 2 | 6 | 0 | -1 | 2 | 5 | -16 | -4 | -8
CCOC(=O)c1cc(NC(=O)c2ccc(Cl)cc2)c(=O)n2c1oc1ccc(Cl)cc12 | -10 | 5 | 6 | -5 | -1 | -4 | -29 | 1 | -132
CCc1ccc(C(=O)COC(=O)C(Cc2ccccc2)NC(=O)C2CCC(C)CC2)cc1 (stereo unspecified) | -4 | 6 | -4 | 4 | 5 | 2 | -16[20 µM] | 1 | -1
CC[N+]1=CN(c2ccccc2)C(C)=CC1(C)C | 1 | 9 | 3 | 40* | 52* | 21 | -26 | -7 | 3
Cc1ccc(OC(=O)c2cccc(C(=O)Oc3ccc(C)cc3)n2)cc1 | 1 | 15 | 4 | 0 | 2 | -1 | -8[20 µM] | -5 | 0
CC(C)c1cccc(C(C)C)c1NC(=O)COC(=O)[C@H](C)NC(N)=O | -2 | 7 | 2 | 4 | 7 | 15 | -12 | -6 | -4
CC(=O)Nc1ccc(NC(=O)C/C(C)=N/NC(=O)C(=O)Nc2ccc(C)c(Cl)c2)cc1 | -16 | 5 | 6 | -4 | -3 | 8 | -14 | -6 | -19
O=C(O)c1ccc(S(=O)(=O)c2ccc3c(c2)C(=O)N(c2ccc(O)cc2)C3=O)cc1 | -6 | 8 | 8 | -1 | -7 | -4 | -26 | 0 | -12
Cc1ccc(S(=O)(=O)N2CCCC(c3nnc4n3-c3ccccc3SC4)C2)cc1 (stereo unspecified) | -2 | 7 | 4 | 1 | 7 | -8 | 7[20 µM] | -4 | 2
O=C(Nc1ccc(-c2cn3ccsc3n2)cc1)C1COc2ccccc2O1 (stereo unspecified) | -3 | 33 | 4 | -2 | 2 | 13 | -32 | -2 | -21
CCNC(=O)/C(C#N)=C/c1c(N(Cc2ccccc2)Cc2ccccc2)nc2ccccn2c1=O | -19 | 1 | 1 | 7 | 8 | 28 | 3 | -7 | -30
COc1ccc(N(Cc2cc3ccccc3[nH]c2=O)S(=O)(=O)c2ccccc2)cc1 | -7 | 5 | 3 | 2 | -3 | -17 | -15 | -9 | -3
CCCn1cc(SCC(=O)NCC2CCCO2)c2ccccc21 (stereo unspecified) | -2 | 15 | 2 | -2 | 2 | 7 | -14 | -7 | 5
FC(F)(F)c1nc2nncn2c2c1CCCCC2 | -5 | 6&12 | 4 | -4 | 2 | 6 | -34 | -3 | 3
COC(=O)c1cc2c(cc1N)OCCO2 | -14 | 8&5 | 0 | 4 | 11 | 3 | -17 | 0 | 2
COc1ccc(OC)c(Cc2nnc(CCC(=O)NC3CCCCCCC3)o2)c1 | 1 | 2 | 3 | -1 | 5 | 5 | -19 | 3 | -2
CCOc1cc(N2CCOCC2)c(OCC)cc1NC(=O)c1cc(C)nc2ccccc12 | -2 | 7 | -4 | 1 | 1 | 7[5 µM] | -7 | -9 | -3
O=C(Cn1nc(C(F)(F)F)c2c1CCCC2)NCc1ccco1 | -2 | 7&6 | -2 | -3 | 2 | 4 | -13[20 µM] | -3 | -12
Cc1nc(SCC(=O)c2cccs2)c2oc3ccccc3c2n1 | -10 | 2 | 4 | -4 | -1 | 16 | -11[20 µM] | 4 | -3
S=C(NCC1CCCO1)NC1CCCC1 (stereo unspecified) | 1 | 6 | 2 | 2 | 5 | 5 | -21 | 5 | -10
CCC(C)(C)NC(=O)C1CCN(c2nc(OC)nc(OC)n2)CC1 | -4 | 14 | 1 | -5 | -3 | -4 | -22 | -8 | -20
CN(Cc1ccccc1)S(=O)(=O)c1ccc(Cl)c(C(=O)NCc2ccc3c(c2)OCO3)c1 | -2 | 4 | 8 | -4 | 0 | 7 | -14 | -7 | -5
Cc1ccc(F)cc1NC(=S)NCCc1ccccc1 | 5 | 8 | 0 | -1 | 4 | 5 | -19 | -9 | -5
Cc1ccc(NC(=O)CSc2nnc3ccccn23)cc1S(=O)(=O)N1CCOCC1 | -4 | 8 | -1 | 4 | 3 | 12 | -29 | -2 | 0
CCNCc1cc(Cl)c(OCc2ccccc2)c(OCC)c1 | 3 | 2 | 0 | 2 | 1 | 19 | -11 | 0 | -8
CCOC(=O)c1ccc(NC(=O)CCC(CC)C(=O)O)cc1 (stereo unspecified) | 0 | 7 | 1 | -7 | -3 | -10 | -20 | 6 | -1
COc1ccc(S(=O)(=O)Cc2ccc(C(=O)N3CCC(C(N)=O)CC3)o2)cc1 | -1 | 18 | 6 | -5 | 1 | 15 | -14 | 6 | -5
O=C(CCC1COc2ccccc2O1)Nc1ncccc1O (stereo unspecified) | -8 | 6 | 1 | -2 | 2 | 9 | -22[20 µM] | -5 | -6
COCC(=O)Nc1ccc(S(=O)(=O)Nc2ncccn2)cc1 | -4 | 6 | 0 | 1 | 4 | -12 | -3[20 µM] | -2 | -3
Cc1ccc(C)c(NC(NC(=O)c2cccnc2)C(Cl)(Cl)Cl)c1 (stereo unspecified) | 6 | 4 | 1 | -2 | 7 | 26 | -23[20 µM] | -3 | -4
C[n+]1cccc(/C=N/NC(=O)CC23CC4CC(CC(C4)C2)C3)c1 | -6 | 3 | 6 | -1 | -5 | 10 | -16 | 3 | 0
CCOc1ccc(NC(=S)N2CCC(c3nc4ccccc4[nH]3)CC2)cc1 | 1 | 5 | 0 | -3 | -1 | 21 | -21 | -8 | 0
O=C(O)C1CC=CCC1C(=O)NCCc1csc(-c2ccccc2)n1 (stereo unspecified) | 1 | 9 | 3 | -4 | 5 | 6 | -18 | -8 | -13
CCN(CC)S(=O)(=O)c1ccc(NC(=O)Cc2cccs2)cc1 | 0 | 14 | 1 | 2 | 12 | -5 | -14 | -1 | -14
O=C(Nc1ccc(Br)c(C(F)(F)F)c1)c1ccc(C(F)(F)F)cc1 | 8 | 11 | 5 | -1 | 0 | 17 | -8 | -57 | -18
Cc1ccc(C(=O)N/C(=C\c2ccco2)C(=O)NC2CCS(=O)(=O)C2)cc1 (stereo unspecified) | -26 | 6 | 2 | 1 | 1 | 10 | -10 | -7 | -1
Nc1nc(NCc2ccco2)nc(NCCO)c1[N+](=O)[O-] | -141 | 6 | 6 | 0 | -1 | -5 | 0 | -3 | -7
O=C(O)c1cccc(NS(=O)(=O)c2ccc3c(c2)OCCCO3)c1 | -2 | 11 | 4 | -4 | 3 | 4 | -7 | -3 | 0

Further results follow.
SMILES | TbHK1 inh | PGE2 EP2 inh | p97 inhibitor | Ba/F3 V617F tox | BaF3 tox | PPC-1+TRAIL kill | Furin inh | RBBP9 inh | NCF1 inh
C/C(=N/NC(=O)c1cccs1)c1cccs1 | -39 | 7 | 1 | -3 | 0 | 28 | -13 | -10 | -2
Cc1cc(CNC(=O)c2cccc([N+](=O)[O-])c2)c2ccccc2n1 | 2 | 8 | 1 | -3 | -3 | 15 | -30 | 3 | -3
Fc1ccc(-n2c(Cc3ccccc3)nnc2SCc2nc(-c3ccc(Cl)cc3)no2)cc1 | 9 | 6 | -10 | 2 | 4 | 3 | 9[20 µM] | -16 | -13
N/C(=N\S(=O)(=O)c1ccc(Cl)s1)c1ccccc1 | 8 | 11 | 4 | -2 | 3 | 6 | -32 | -3 | -5
CN1CCN(C(=O)c2cc(S(=O)(=O)Nc3ccccc3F)c(Cl)cc2Cl)CC1 | -3 | 3 | 6 | 0 | 4 | 5 | -14 | 3 | -11
COc1ccc(C(=O)Nc2nc(-c3ccc([N+](=O)[O-])cc3)c(-c3ccc(OC)cc3)s2)cc1 | -7 | 6 | 8 | -3 | 1 | 17 | -19 | -4 | -34
Cc1csc(NC(=O)c2c(-c3c(Cl)cccc3Cl)noc2C)n1 | -12 | 10 | 4 | 3 | 4 | 28 | -14[20 µM] | -7 | -11
COc1ccc(N2CCN(CCNC(=O)c3c(C)cc(=O)oc3C)CC2)cc1 | -38 | 12 | -3 | 3 | 7 | 8 | -4 | -10 | -5
O=C(Nc1cccc(Cl)c1)Nc1ccccc1-n1ccnc1 | -2 | 6 | 3 | 1 | 8 | -13 | -32 | -8 | -8
O=C(CN1CCCC1)N1c2ccccc2Sc2ccccc21 | -5 | 15&5 | 7 | -6 | 0 | · | -21 | -7 | -6

The final 3 records of the section before come first, to join the parts.
SMILES | TbHK1 inh | PGE2 EP2 inh | p97 inhibitor | Ba/F3 V617F tox | BaF3 tox | PPC-1+TRAIL kill | Furin inh | RBBP9 inh | NCF1 inh
COc1ccc(N2CCN(CCNC(=O)c3c(C)cc(=O)oc3C)CC2)cc1 | -38 | 12 | -3 | 3 | 7 | 8 | -4 | -10 | -5
O=C(Nc1cccc(Cl)c1)Nc1ccccc1-n1ccnc1 | -2 | 6 | 3 | 1 | 8 | -13 | -32 | -8 | -8
O=C(CN1CCCC1)N1c2ccccc2Sc2ccccc21 | -5 | 15&5 | 7 | -6 | 0 | · | -21 | -7 | -6
COc1ccc(Sc2ncnc3onc(C)c23)cc1 | -1 | 5 | 6 | -3 | 0 | 0 | -13 | -4 | 0
COc1ccc(N(C(=O)CSCC(=O)Nc2cc(C)on2)C(C(=O)NC2CCCCC2)c2ccc(O)c(O)c2)cc1 (stereo unspecified) | 34 | 11 | 8 | 1 | 2 | 15 | -5 | -5 | -1
O=C(O)C1CCN(C(=O)NC2CCCCC2)CC1 | 2 | 12 | 2 | 0 | 2 | 9 | -5 | -6 | -2
O=[N+]([O-])c1cccnc1N1CCC(c2cc(-c3ccc(Cl)cc3Cl)n[nH]2)CC1 | 3 | 6 | -13 | 1 | 5 | 11 | -3[20 µM] | -18 | -5
COCCCn1c(=O)cc(C)[nH]c1=S | 3 | 13 | -2 | -1 | -1 | 5 | -21 | -9 | -11

Not all compounds are listed; count on the stated rates, not on these rows.
